# Screening data (PubChem)
# APJ agonist = APJ receptor agonism | P35414 | CHO-K1 APJ PathHunter beta-arrestin, luminescence; 0% DMSO wells, 100% apelin | activation, % at 20 µM | actives 0.11% (n = 330,000) | AID 2520;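 active = activation more than six SD over the plate average, tested at 20 µM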;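 note: 0% = DMSO alone and 100% = apelin-13 at 10 nM; some results filed as inactive read as strong as hits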
# Target sequence (P35414 whole entry, looked up): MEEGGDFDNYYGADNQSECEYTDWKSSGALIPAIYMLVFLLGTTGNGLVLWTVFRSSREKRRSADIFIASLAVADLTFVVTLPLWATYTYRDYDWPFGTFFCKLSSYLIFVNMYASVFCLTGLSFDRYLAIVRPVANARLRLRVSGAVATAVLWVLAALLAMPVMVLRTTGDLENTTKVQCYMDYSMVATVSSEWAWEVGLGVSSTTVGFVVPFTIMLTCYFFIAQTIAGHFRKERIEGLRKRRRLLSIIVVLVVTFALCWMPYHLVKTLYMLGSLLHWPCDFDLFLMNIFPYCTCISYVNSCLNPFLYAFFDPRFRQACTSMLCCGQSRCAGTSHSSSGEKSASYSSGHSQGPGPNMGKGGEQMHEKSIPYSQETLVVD
#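 Test system: CHO-K1 APJ beta-arrestin complementation cell line | Compound: Single test compound dose, 20 µM final, 1% DMSO | Incubation: Compound 90 min 25 °C, reagent 1 h | Measured by: beta-gal luminescence | Read-out basis: APJ–arrestin association signal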
# tim23-1 inh = tim23-1 yeast growth inhibition | actives 1.3% (n = 330,000) | inhibition, % at 20 µM | S. cerevisiae tim23-1 growth, BacTiter-Glo luminescence, 24 h | AID 463212;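 active = growth inhibition of the mutant yeast at or above 50%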;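 note: temperature-sensitive mutant grown at 25 °C; plate controls were DMSO-treated mutant yeast for no effect and medium wells lacking yeast for full effect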
# NALP3 yeast inh = blocks the NALP3 inflammasome reconstituted in yeast. Yeast reconstituted NLRP3/ASC/caspase-1, beta-gal luminescence, 24 h. actives 0.39% (n = 330,000). inhibition, % at 10 µM;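 active = inhibition of 50% or more; inactive = inhibition below 50%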;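 note: plate controls were induced DMSO wells for no effect and uninduced yeast grown without galactose for full effect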
# TIM10 inh = growth inhibitors of TIM10 yeast strain. S. cerevisiae TIM10 strain growth, BacTiter-Glo luminescence, 24 h. inhibition, % at 10 µM. actives 1.4% (n = 330,000);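 active = inhibition of 40% or more at the single tested concentration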;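 note: wild-type TIM10 isogenic control strain grown at permissive 25 °C; 0% = DMSO yeast wells and 100% = minimal medium wells without yeast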
# beta cell repl = MIN6 beta-cell proliferation induction; AID 2380; MIN6 cells proliferation, ATPlite luminescence, 48 h; cells starved in 0.2% serum; 100% = growth in 10% serum; actives 0.29% (n = 330,000); proliferation, % at 10 µM;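 active = compounds whose signal lies at least 3.5 SD above the mean of all wells on their plate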;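 note: 0% = DMSO-treated cells in low-serum medium and 100% = 10% serum control; some compounds called inactive have numbers as strong as hits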
# tim10-1 inh = tim10-1 yeast growth inhibition; S. cerevisiae tim10-1 ts strain growth, BacTiter-Glo, 24 h; actives 2.2% (n = 330,000); AID 463190; inhibition, % at 20 µM;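 active = inhibition of at least 40%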;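 note: mutant grown at 25 °C; 0% = DMSO wells with yeast and 100% = wells holding no yeast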
# GRIN3A LBD mod = modulates the human NR3A ligand-binding domain | NR3A LBD differential scanning fluorimetry, Tm shift; 0% = protein alone, 100% = glycine-bound protein | Tm shift relative to glycine control, % at 25 µM | actives 2.5% (n = 340,000) | AID 1259313;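 active = melting temperature shift of at least 10% of the positive control shift, at one fixed dose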
# APJ antag = antagonists of human APJ apelin receptor; inhibition, % at 20 µM; actives 0.32% (n = 330,000); P35414; CHO-K1 APJ beta-arrestin complementation, luminescence;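 active = inhibition above about 40% at 20 µM, limit read from the data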;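 note: cells challenged with 10 nM apelin-13 agonist together with compound; plate controls were apelin-13 plus DMSO wells for no effect and DMSO wells lacking apelin-13 for full effect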
# MPTP block = inhibitors of mitochondrial permeability transition pore. isolated mouse mitochondria, Ca2+ swelling absorbance, 30 min. inhibition, % at 10 µM. actives 1.4% (n = 360,000). AID 602449;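 active = inhibition of 50% or more, scaled per plate between neutral and stimulator controls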;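 note: 0% = DMSO wells given calcium and 100% = 1 mM EGTA wells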
# * = called active by the depositor; nt = not tested or not shown.
SMILES,APJ agonist,tim23-1 inh,NALP3 yeast inh,TIM10 inh,beta cell repl,tim10-1 inh,GRIN3A LBD mod,APJ antag,MPTP block
CCOC(=O)C1(CCc2ccccc2)CCN(C(=O)c2cccc(C)n2)CC1,-2,17,-6,12,-1,18,0,9,1.0
COc1ccc(S(=O)(=O)N2c3cc(C)ccc3OCC2C(C)(C)C)cc1 (stereo unspecified),-3,24,8,34,-6,23,2,11,2.3
c1ccc2c(c1)Cn1c-2nc2ccccc21,2,30,70*,35,-2,14,2,12,1.1
Cc1cc2cc(CCNC(=O)c3ccc(C)c([N+](=O)[O-])c3)c(=O)[nH]c2cc1C,2,9,19,10,-4,0,-8,-3,0.6
CC(C)Oc1ccc(CNC(=O)CCC(=O)N2CC(C)Sc3ccccc32)cc1 (stereo unspecified),-2,21,26,5,-5,35,0,13,-2.1
Cc1cc(C)c2c(N)c(C(=O)c3ccccc3)sc2n1,-2,2,-7,18,-1,10,-1,17,1.0
O=S(=O)(Nc1ncccn1)c1ccc(NC(=S)Nc2ccccc2Cl)cc1,-1,-1,-6,3,0,15,-1,17,1.4
Cc1cc2n(n1)SC(Nc1ccccc1)N2 (stereo unspecified),-2,-15,19,1,0,14,0,8,-3.7
N#CC1=C(N)SC(N)=C(C#N)C1CCc1ccccc1,-1,33,28,70*,-6,30,3,1,96*
O=C(O)C1=NOC(CNC(=O)c2ccccc2Cl)C1 (stereo unspecified),-4,10,22,-20,-3,-15,1,1,-1.8
Cc1[nH]c2ccccc2c1C(=O)C(=O)N1CCN(c2ccccc2)CC1,10,14,13,-2,5,11,0,-13,-1.4
COC(=O)C1=C(C)N(Cc2ccccc2)C(=NCCCCO)N[C@H]1CCc1ccccc1,1,12,19,2,-7,7,1,21,-1.3
CNC(=S)N(CCc1c(C)[nH]c2ccc(Cl)cc12)Cc1cc(OC)c(OC)c(OC)c1,-1,2,19,2,-6,15,0,-3,-0.6
CC1CCCC(N2CCN(C(=O)c3ccccc3F)CC2)C1 (stereo unspecified),1,4,22,4,-2,-2,1,-11,0.4
O=C(COC(=O)/C=C/c1ccccc1[N+](=O)[O-])NCC(F)(F)F,-2,20,19,7,0,-5,3,14,-3.0
CCN(CCCc1ccccc1)CCCc1ccccc1,-4,-1,28,4,-2,1,2,25,1.4
CCNc1nc(N)nc(Oc2ccc(OCCOc3ccc(Cl)cc3Cl)nn2)n1,2,14,16,-8,0,9,-2,15,0.0
CCCC(=O)Nc1ccc(-c2nc3cc(C)c(C)cc3o2)cc1,-4,34,8,14,-2,26,-2,5,2.4
CCN(C(=O)COC(=O)/C=C/c1cnc2ccccc2n1)c1ccccc1,-1,43,20,33,-4,11,0,-16,-0.9
Cc1ccc[n+](C(C)C(=O)c2ccc(-c3ccccc3)cc2)c1 (stereo unspecified),-4,-52,12,-155,-7,-19,-1,-22,-2.3
CCOc1ccc(C2C(C(=O)C3CC3)N3C=C(C#N)C=CC3C2(C#N)C#N)cc1 (stereo unspecified),21,30,26,13,5,11,nt,-12,nt
CCN(C(=O)CSc1nnc(-c2ccncc2)n1Cc1ccccc1)C1CCS(=O)(=O)C1 (stereo unspecified),0,2,-3,17,-2,5,0,8,0.0
COc1ccccc1CC(NC(C)=O)C(=O)NC1CCN(C(=O)Nc2cccc(F)c2)CC1 (stereo unspecified),-3,-6,19,0,-3,-7,-1,5,0.5
Cc1csc(NC(=O)c2cc(C)oc2C)n1,-4,14,3,-2,0,3,2,21,-3.9
CCOc1cc(CNC(C)(C)CO)cc(Br)c1OCc1ccc(Cl)cc1Cl,-7,-60,12,27,-6,-4,1,-20,7.4
# More records follow.
SMILES,APJ agonist,tim23-1 inh,NALP3 yeast inh,TIM10 inh,beta cell repl,tim10-1 inh,GRIN3A LBD mod,APJ antag,MPTP block
Cc1ccc(-c2ccc(=O)n(Cc3cccc(Br)c3)n2)cc1,-3,22,17,-35,-2,9,-15,-17,1.4
Cc1c(Cl)cccc1NC(=O)NCc1ccncc1,-3,-2,2,-3,0,3,-1,7,-0.9
CCc1ccc(NC(=O)C/C(C)=N/NC(=O)COc2ccccc2C)cc1,-3,14,6,-3,-1,25,2,-6,1.3
CCc1nc2ccccc2c(C(=O)OCC(=O)NCCCN2CCCC2=O)c1C,2,1,9,3,-2,8,1,-7,8.2
Cc1ccc(C(=O)NC2CCN(C(=O)Nc3ccccc3)CC2)cc1,-4,11,-3,-7,-2,-2,2,13,-1.1
O=C(c1cccc(S(=O)(=O)Nc2ccc(F)cc2)c1)N1CCC1,-5,-1,11,-3,4,-10,0,-11,0.6
COc1ccc(-c2nnc(SC(C)C(=O)Nc3nccs3)n2Cc2ccccc2)cc1OC (stereo unspecified),-3,9,-15,4,-4,1,1,-6,3.6
O=c1oc2cc(OCCO)ccc2c2c1CCCC2,0,8,19,13,-1,1,0,13,0.4
COc1cc2c(cc1OC)CN(C(=O)c1cc(C3CC3)nn1-c1ccccc1)CC2,-2,37,21,6,2,-3,-3,-1,0.0
C[C@H](CO)N1C[C@H](C)[C@@H](CN(C)Cc2ccc(-c3ccccc3)cc2)Oc2ccc(NC(=O)Cn3cnnn3)cc2C1=O,-2,-7,8,-3,-1,-11,-8,7,0.1
CC(=O)N1N=C(c2cccs2)CC1c1cccs1 (stereo unspecified),-2,15,5,-8,-2,27,1,-1,-1.0
CC1CCN(CCCNC(=O)c2ccc3c(Cl)c4c(nc3c2)CCCC4)CC1,2,18,15,21,-7,5,-3,-6,2.7
Cc1ccc(N2CC(C(=O)Nc3nnc(SCC(=O)N4CCOCC4)s3)CC2=O)cc1 (stereo unspecified),-2,12,-2,0,4,8,2,15,-1.4
O=C(Nc1ccccc1C(=O)N/N=C/c1ccc(F)cc1)c1ccccc1Br,3,-4,8,3,-4,20,1,12,-1.5
Cc1ccc(C)c(S(=O)(=O)N2CCN(C(=O)CCNC(=O)c3ccc(Br)cc3)CC2)c1,-2,23,2,5,0,10,0,20,-2.1
CC(C)COc1ccc(CNC(=S)NCc2ccccc2)cc1,-1,36,40,39,-5,34,5,1,53*
O=C(c1ccc(S(=O)(=O)c2ccccc2Cl)c([N+](=O)[O-])c1)N1CCCCCC1,8,35,25,21,-4,36,12*,-62,79*
COC(OC)c1ccnc(-c2ccc(OC(=O)c3cccs3)cc2)n1,-2,24,22,12,-4,6,0,3,-0.3
CCCCOc1c(Br)cc(CNCCCN2CCOCC2)cc1OC,-1,-25,15,1,-4,-21,3,8,8.7
CCCCNCCOCCOc1ccc(C)cc1[N+](=O)[O-],-1,8,10,-27,-3,10,0,5,-0.3
CCN(CC(=O)Nc1c(F)cccc1F)C(=O)c1cnccn1,-6,16,2,-2,3,-5,0,27,-2.0
COc1cc(N/N=C/c2ccc(N(C)C)cc2)ncn1,-5,5,2,14,-5,-2,-2,7,2.1
O=C(NC1CCCCC1)c1ccc(Br)o1,2,-3,-4,-3,-3,16,-1,-7,0.2
COc1cc(NC(=S)NC(C)(C)C)c(OC)cc1Cl,-3,15,17,-1,-2,7,2,19,0.0
Cc1ccc(S(=O)(=O)NC(=O)c2cc(C)n(-c3ccccc3)c2C)cc1,-4,16,3,-7,3,12,0,12,2.7
# The list goes on:
SMILES,APJ agonist,tim23-1 inh,NALP3 yeast inh,TIM10 inh,beta cell repl,tim10-1 inh,GRIN3A LBD mod,APJ antag,MPTP block
CCOc1ccc2oc(C(=O)N(CC)CC(=O)Nc3ccc(NC(C)=O)cc3)c(C)c2c1,-1,14,-4,13,-3,17,-2,-2,0.5
CCN1C(=O)[C@H]2[C@H]3CN=C(SCC(=O)c4ccccc4)N3[C@@](CC)(C(=O)OC)[C@H]2C1=O,nt,30,nt,3,nt,12,-1,nt,0.2
N#Cc1ccccc1N=Cc1ccc(Br)cc1,-2,8,16,9,0,6,2,-3,-5.2
Nc1nnc(-c2ccc(Cl)cc2)o1,0,11,12,-5,-1,-6,1,-6,-0.2
CCc1ccccc1OCC(=O)OCC(=O)N1CC(=O)Nc2ccccc21,-4,12,19,11,1,13,2,0,-2.6
Cc1cccc2c3c([nH]c12)CCN(C)C3,-3,5,22,-1,-4,3,0,7,0.4
COc1ccc(NC(=O)CN(C)C(C)C(=O)NC(=O)NC2CCCCC2)cc1 (stereo unspecified),-6,8,10,1,-3,17,1,7,0.3
CCC(C)NC(=O)Cn1cccc1C(=O)c1ccccc1 (stereo unspecified),-4,9,7,-12,-2,5,4,-14,0.3
O=C(Nc1nnc(-c2ccc3c(c2)CCCC3)o1)C1COc2ccccc2O1 (stereo unspecified),0,32,1,5,-6,13,-13,1,-2.0
COc1ccc(Cc2nc3ccc(C(=O)N4CCOCC4)cc3o2)cc1,2,16,21,16,-5,-2,-1,16,-1.9
CCCCNC(=S)N/N=C/C1=CCC2CC1C2(C)C (stereo unspecified),-1,53*,23,37,0,31,-20,-5,2.3
COC(=O)Cc1[nH]n(-c2nc3ccccc3s2)c(=O)c1C(C)=Nc1ccc(Cl)cc1,-7,16,-10,-1,-6,7,1,-12,-0.1
O=C(CSc1nnc2ccccn12)NNC(=O)c1ccc(Cl)cc1,1,0,-8,-4,-1,4,1,-11,2.3
Cc1ccc(NC(=O)CC(NCC2CCCO2)C(=O)O)cc1C (stereo unspecified),5,2,-22,-16,5,-4,0,5,0.9
COc1cc(CNC(C)c2ccccc2)cc(Br)c1OCc1ccc(F)cc1 (stereo unspecified),-5,40,35,22,-4,17,-1,11,12
CN(C)/C=N/c1ncc(C(=O)OC(C)(C)C)s1,1,10,8,-10,1,8,1,-9,0.7
COc1ccccc1C(=O)NCCC(=O)N1CCN(C(=O)c2ccco2)CC1,-3,9,23,9,-1,6,-1,19,-1.3
CCOC(=O)N1CCN(c2nc(-c3ccco3)cc(C(F)(F)F)n2)CC1,-2,13,2,19,-5,25,5,6,2.9
O=C1NC[C@@H](Cc2cccc3ccccc23)N(CCCCC2CCCCC2)C1=O,-3,17,-3,-1,-7,14,-18,-66,-2.6
CN(C)S(=O)(=O)c1ccc(C(=O)Nc2ccccc2OC(F)(F)C(F)F)cc1,-1,33,15,14,-2,36,0,9,-1.0
CC(C)(C)NC(=O)CSc1nnc(-c2ccccc2)c(-c2ccccc2)n1,-2,24,8,29,0,12,0,11,0.4
CCCNC(=O)C(NS(=O)(=O)c1cccc2nsnc12)c1ccccc1 (stereo unspecified),-3,14,10,5,2,4,-1,-2,0.9
Cc1ccc(-c2nc(CN3CCCCC3CCN3CCCC3=O)c(C)o2)o1 (stereo unspecified),-4,2,15,-3,-2,13,0,-7,1.5
CC(=O)C[C@@H](O)CC(=O)[C@@H]1OC(=O)CCCCCCc2ccccc21,1,24,9,0,0,21,0,10,-0.8
COc1ccc(CC(=O)OCC(=O)c2ccc(S(=O)(=O)N3CCCCC3)cc2)cc1,-11,11,14,9,-3,12,-1,71*,0.8

# Just tim23-1 inh (five entries from above):
compound	tim23-1 inh
CN(C)S(=O)(=O)c1ccc(C(=O)Nc2ccccc2OC(F)(F)C(F)F)cc1	33
CC(C)(C)NC(=O)CSc1nnc(-c2ccccc2)c(-c2ccccc2)n1	24
CCCNC(=O)C(NS(=O)(=O)c1cccc2nsnc12)c1ccccc1 (stereo unspecified)	14
Cc1ccc(-c2nc(CN3CCCCC3CCN3CCCC3=O)c(C)o2)o1 (stereo unspecified)	2
CC(=O)C[C@@H](O)CC(=O)[C@@H]1OC(=O)CCCCCCc2ccccc21	24
